DYRK1A inh – rat Dyrk1A kinase inhibitors, primary screen, biochemical, single point, plate reader. ADP-Glo luminescence, NFATc1 peptide. Dual specificity tyrosine-phosphorylation-regulated kinase 1A (Rattus norvegicus), Q63470. AID 504441, 2011. inhibition, % at 12.5 µM. 0.43% of 310,000 active; in the data active = inhibition above about 50%;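 note: plate controls were vehicle with enzyme for no effect and no enzyme for full effect; many of its hits are not listed in these tables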
RGS4 act – RGS4 potentiators or activators, primary screen, cell-based, HEK293 M3R inducible RGS4, calcium flux; AID 463111, 2010; carbachol calcium flux Fluo4; hits give low values; B-score at 10 µM; 0.92% of 310,000 active;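 active = B-score of the integrated calcium signal more than 4 SD below the library mean, with starting fluorescence not abnormally high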;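 note: negative B-score means reduced calcium response which marks RGS4 activation or potentiation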
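Test system: HEK293 cells with stable M3R and inducible RGS4; also added: carbachol at ECmax as muscarinic agonist stimulus; schedule: dye loading 30 min 37 °C, buffer rest 30 min RT; technique: kinetic calcium fluorescence imaging with Fluo4-AM dye, 2 µM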
HDAC3 inhib – HDAC3 deacetylase inhibitors, primary screen, biochemical, fluorescence, cell-free homogeneous. recombinant HDAC3, fluorogenic peptide/trypsin coupled. inhibition, % at 8.3 µM. 0.15% of 320,000 active; in the data active = inhibition above about 26%, passing the limit was not always enough
KCNK3 block – human KCNK3 channel inhibitors, primary screen, CHO cells, FluxOR thallium flux, B-score; Potassium channel subfamily K member 3 (Homo sapiens), O14649; 0.84% of 340,000 active; AID 602410, 2012; B-score at 10 µM; FluxOR fluorescence; hits give low values;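 active = B-score under library mean minus 4 SD, starting fluorescence ratio at most library mean plus 5 SD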;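 note: more negative B-score means stronger inhibition of thallium flux through KCNK3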
Target sequence (O14649 whole entry, looked up): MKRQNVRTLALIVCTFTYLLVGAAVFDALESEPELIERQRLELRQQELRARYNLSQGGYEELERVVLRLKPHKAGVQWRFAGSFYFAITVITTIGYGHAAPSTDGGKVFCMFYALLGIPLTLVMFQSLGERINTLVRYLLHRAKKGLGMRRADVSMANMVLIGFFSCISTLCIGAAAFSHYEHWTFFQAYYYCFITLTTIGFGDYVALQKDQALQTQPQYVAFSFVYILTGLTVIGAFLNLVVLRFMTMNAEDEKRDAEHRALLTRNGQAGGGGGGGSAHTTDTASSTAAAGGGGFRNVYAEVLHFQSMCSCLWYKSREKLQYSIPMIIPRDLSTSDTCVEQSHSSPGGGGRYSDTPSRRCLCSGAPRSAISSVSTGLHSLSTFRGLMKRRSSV
KCNQ1 pot – potentiators or activators of KCNQ1 channel, primary screen, cell-based, thallium flux, high-throughput | CHO-K1 KCNQ1, thallium flux FluxOR fluorescence; hits give high values | B-score at 10 µM | 0.35% of 310,000 active | AID 2648, 2010;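 active = fluorescence ratio B-score, a plate-corrected score, at least three library SD, with initial intensity B-score within 5 SD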
Target sequence (P51787 whole entry, looked up): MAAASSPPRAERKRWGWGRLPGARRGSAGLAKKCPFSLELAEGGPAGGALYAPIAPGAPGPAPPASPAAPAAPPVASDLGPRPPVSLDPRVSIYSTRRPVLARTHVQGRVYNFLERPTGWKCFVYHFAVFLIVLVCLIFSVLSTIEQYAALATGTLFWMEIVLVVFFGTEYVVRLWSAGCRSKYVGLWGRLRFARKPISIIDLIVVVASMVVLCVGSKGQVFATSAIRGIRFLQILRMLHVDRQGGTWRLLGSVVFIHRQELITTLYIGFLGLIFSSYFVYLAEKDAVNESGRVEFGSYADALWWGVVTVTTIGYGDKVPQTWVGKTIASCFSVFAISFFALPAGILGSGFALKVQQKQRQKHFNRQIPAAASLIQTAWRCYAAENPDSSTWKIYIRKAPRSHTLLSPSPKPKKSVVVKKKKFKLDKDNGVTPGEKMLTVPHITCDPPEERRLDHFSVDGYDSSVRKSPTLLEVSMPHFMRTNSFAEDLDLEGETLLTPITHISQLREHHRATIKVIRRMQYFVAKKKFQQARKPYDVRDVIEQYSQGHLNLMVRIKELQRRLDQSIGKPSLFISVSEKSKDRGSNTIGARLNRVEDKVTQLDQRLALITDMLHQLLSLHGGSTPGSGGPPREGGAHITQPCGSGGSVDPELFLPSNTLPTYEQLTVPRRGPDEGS
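System: Stable KCNQ1 CHO-K1 line | Incubation: 90 min dye loading and 20 min compound exposure, both at room temperature | Measure: Ratio B score | Medium: Assay buffer for compound exposure, DMSO matched across wells | Compound dosing: Single-concentration screen | Probe or stimulus: K+/Tl+ depolarizing stimulus | Measured by: Kinetic FluxOR fluorescence, 10 s baseline plus 110 s post-stimulus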
GSK3A inh – blockers of GSK3A enzyme activity – biochemical, luminescence, cell-free homogeneous, HTS, primary screen | Glycogen synthase kinase-3 alpha (Homo sapiens), P49840 | AID 2650, 2010 | 0.1% of 320,000 active | inhibition, % at 10 µM | GSK-3 alpha kinase, ADP-Glo luminescence, 60 min;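 in the data active = inhibition above about 50%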;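 note: GST-tagged GSK-3 alpha with peptide substrate and 25 µM ATP; 0% = DMSO neutral wells and 100% = GW8510 positive control wells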
PolyA inh – polyadenylation inhibitors in yeast reporter cells, primary screen, luminescence, S. cerevisiae; S. cerevisiae SKY197-pL101 polyadenylation reporter, beta-gal luminescence; efflux-impaired pdr1/pdr3 knockout yeast; score 100 = 6 SD above DMSO; calls only at 12 µM; 0.02% of 300,000 active; AID 1875, 2009;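 active = lowest replicate activity score at least 50, where 100 means six control SD above control mean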;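 note: yeast exposed to compound for 9 h at 30 °C; higher score means more reporter readthrough which indicates perturbed polyadenylation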
GSK3B inh – human GSK3beta kinase inhibitors, primary screen, biochemical, cell-free homogeneous, HTS; GST-GSK3beta kinase, ADP-Glo luminescence, 60 min; hits give low values; 0.038% of 300,000 active; activity score (negative = inhibition), % at 10 µM;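 active = more than half of replicate wells score below -50%, meaning over 50% inhibition versus plate controls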;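 note: 0% = median DMSO wells and -100% = median GW8510 positive control wells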
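Assay system: GST-fused GSK3beta enzyme, cell-free / Medium: Tris pH 7.5 buffer with MgCl2, DTT, BSA, heparin / Also added: peptide substrate plus 25 µM ATP (final) / Compound: 10 µM single point / Timing: kinase reaction with compound 60 min at room temperature / Detection: ADP-Glo luminescence / Benchmarks: DMSO neutral wells and GW8510 at 20 µM as positive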
KCNK9 block – KCNK9 potassium channel inhibitors, primary screen, HEK293 cells, thallium flux; Potassium channel subfamily K member 9 (Homo sapiens), Q9NPC2; FluxOR thallium flux fluorescence; hits give low values; B-score at 10 µM; 1.2% of 310,000 active;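 active = ratio B-score over 3 SD below the library mean, with starting fluorescence within 5 SD of its mean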;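 note: negative B-score means less thallium flux so channel inhibition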
KCNQ1 inh – inhibitors of human KCNQ1 channel, primary screen, cell-based, thallium flux, high-throughput; B-score at 10 µM; 1.3% of 310,000 active; AID 2642, 2010; CHO-K1 KCNQ1, FluxOR thallium flux fluorescence; hits give high values; Potassium voltage-gated channel subfamily KQT member 1 (Homo sapiens), P51787;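 active = compounds whose thallium flux B-score, printed positive for inhibition, exceeds three library SD while starting fluorescence stays within three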;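 note: channel opened by potassium depolarization with thallium stimulus after 20 min compound exposure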
hERG rescue – hERG rescue from dofetilide block, primary screen, cell-based, CHO-hERG, FluxOR thallium flux, dofetilide IC70; activation (rescue from dofetilide block), less the hit threshold, % at 10 µM; 0.51% of 310,000 active; dofetilide IC70 present; Voltage-gated inwardly rectifying potassium channel KCNH2 (Homo sapiens), Q12809;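 active = activation above the mean of controls blocked by dofetilide plus 5 SD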;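 note: thallium influx through hERG after potassium depolarization seen as dye fluorescence rise; in these data hits start at about 4.7%; inactives centre near -7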
* = called active by the depositor; i = inactive; / = not tested or not shown. A portion of the library, so the mix of outcomes need not match the whole.

Second line of a record – DYRK1A inh, RGS4 act, HDAC3 inhib, KCNK3 block, KCNQ1 pot, GSK3A inh, PolyA inh, GSK3B inh, KCNK9 block, KCNQ1 inh, hERG rescue
CCN(CC)CCCNCC(=O)Nc1ccc2c(c1)CCC2
 : 6, i, -10, i, i, -1, i, 1, i, i, -3
Cn1c(=O)oc2cc(S(=O)(=O)Nc3cccc(F)c3)ccc21
 : 9, i, -3, i, i, 2, i, 3, i, i, -2
NNC(=O)c1oc2nc(-c3ccccc3)cc(-c3ccccc3)c2c1N
 : 4, i, -5, i, i, -1, i, -1, i, i, -6
COc1cccc(NC(=O)CCC2CCN(Cc3nccs3)CC2)c1
 : 1, i, -2, i, i, 1, i, 1, i, i, -9
COc1ccc(NC(=O)CN(C)CC(=O)Nc2ccc(Cl)cc2[N+](=O)[O-])cc1
 : /, i, 1, i, i, -4, i, 3, i, i, -3
Cc1cc(=O)[nH]c(N/N=C/c2cccc(Br)c2)n1
 : 2, i, -7, i, i, -4, i, -2, i, i, -4
CSCCC(NC(=O)COc1ccccc1)C(=O)N1CCCCC1 (centres undefined)
 : 1, i, 13, i, i, 1, i, -3, i, i, -10
Nn1c(Cc2ccc(F)cc2)n[nH]c1=S
 : -2, i, -1, i, i, -1, i, -1, i, i, -8
CCn1c(SCC(=O)N/N=C/C=C/c2ccccc2[N+](=O)[O-])nnc1-c1ccccc1
 : -3, i, -2, i, i, 0, i, 5, i, i, -8
CN(C)S(=O)(=O)c1ccc(N2CCCC2)c(C(=O)Nc2ccccc2)c1
 : 1, i, 3, i, i, -2, i, 2, i, i, -11
COc1ccc(Cc2nnc(NC(=O)CSc3ccc(C)cc3)s2)cc1OC
 : -1, i, -1, i, i, 0, i, -3, i, i, -4
CCOC(=O)c1cc(-c2ccc(/C=C3/C(=O)N(c4ccc(C(=O)O)cc4)N=C3C)o2)ccc1Cl
 : -5, -7.3*, -4, i, i, 1, i, 2, i, i, -15
O=C(OCc1nc2ccc(Cl)cc2n1CCO)c1ccc(O)cc1
 : 1, i, 2, i, i, -2, i, 1, i, i, 0
COC(=O)CNC(=O)COC(=O)/C=C/c1cccs1
 : 6, i, 13, i, i, -4, i, 1, i, i, -12
CN[C@H]1CCc2cc(OC)c(OC)c(OC)c2-c2ccc(N(C)CC(OC)OC)c(=O)cc21
 : 4, i, 2, i, i, -1, i, 0, i, i, -6
O=C(/C=C/Nc1ccc(S(=O)(=O)Nc2cnc3ccccc3n2)cc1)c1cccnc1
 : 2, i, 0, i, i, 0, i, -2, i, i, -11
COc1ccc(NC(=S)N2CCC(C(=O)c3ccc(OC)cc3)CC2)cc1
 : -4, i, 3, i, i, 1, i, 2, i, i, -2
CC(C)(C)/C(O)=C/c1nc2ccccc2oc1=O
 : -6, i, -3, i, i, -1, i, -2, i, i, -12
C[Si](C)(C)n1ccnc1
 : -3, i, 4, i, i, 0, i, -7, i, i, 0
COCc1ccc(C(=O)NC2CCCN(Cc3ccccc3F)C2)o1 (centres undefined)
 : 0, i, -4, i, i, -2, i, 0, i, i, -5
CC(=O)Oc1ccc(Oc2ccc(-c3noc(C)n3)cc2)cc1
 : 0, i, -5, i, i, -2, /, 1, i, i, -9
Cc1ccc(-n2c(N)cc(=O)nc2SCC(=O)N2CCN(c3ccccc3)CC2)cc1C
 : 2, i, -3, i, i, 0, i, -5, i, i, -5
CC(=O)c1cccc(NC(=O)C(C)OC(=O)CCCN=C2NS(=O)(=O)c3ccccc32)c1 (centres undefined)
 : 2, i, -4, i, i, -7, i, 0, i, i, -19
O=C(CNc1ccccc1OC(F)F)N1CCc2ccccc21
 : 9, i, 0, i, i, 2, i, 2, i, i, -4
O=C(CSc1nc(O)c(Cc2ccccc2)c(=O)n1-c1ccccc1)N1CCOCC1
 : 2, i, 0, i, i, -1, i, -6, i, i, -4
O=C(COc1ccccc1)NCC(=O)N/N=C/c1cccs1
 : 6, i, -1, i, i, -7, i, 8, i, i, -6
O=C1CCC(=O)N(O)CCCCCNC(=O)CCC(=O)N(O)CCCCCNC(=O)CCC(=O)N(O)CCCCCN1
 : -3, i, 3, i, i, -3, i, 1, i, i, -5
Cc1ccc(/C(N)=N/OC(=O)c2ccc(F)cc2)cc1
 : -2, i, 2, i, i, -1, i, 1, i, i, -9
Cc1c(/C(Cc2ccccc2)=N/O)c2ccccc2n1C
 : -8, i, -5, i, i, -2, i, 1, i, i, -5
CCC(C)Sc1cc(-c2nc3ccccn3c2NC2CCCCC2)ccc1OC (centres undefined)
 : 1, i, -5, i, i, 1, i, -1, i, 8*, -12
CC(=O)N1CCc2cc(S(=O)(=O)NC(C)c3ccccc3)ccc21 (centres undefined)
 : -3, i, -4, i, i, 6, i, -1, i, i, -8
Cc1c(/C=N/n2cnnc2)c2ccccc2n1CCOc1ccc(Cl)cc1
 : 2, i, -6, i, i, -1, i, -2, -8.2*, i, -12
CCNC(=O)N1CCOCC1
 : -1, i, 0, i, i, 7, i, 7, i, i, -2
COc1cc(C=C(c2nc3ccccc3s2)c2nc3ccccc3s2)ccc1O
 : 8, i, 0, i, i, -2, i, 0, i, 6*, -14
CC(C)C[C@@H](CO)N1CCN(CCc2ccccc2)CCC1=O
 : -3, i, 2, i, i, -1, i, -5, i, i, -7
COc1ccc(N2CCN(CC(=O)Nc3ccc(-n4cnnn4)cc3)CC2)cc1
 : 1, i, -1, i, i, -3, i, 1, i, i, 3
CCOc1ccc(NC(=O)N(C2CCCCC2)C(C)c2ccncc2)cc1 (centres undefined)
 : 0, i, 1, i, i, -2, i, 2, i, i, -5
CCOC(=O)c1sc(=NC(=O)CCSc2ccccc2)n(C)c1C
 : /, i, -7, i, i, -3, i, -1, i, i, -7
O=[N+]([O-])c1ccc(CN2CCN(c3ccccc3)CC2)o1
 : -4, i, 3, i, i, 1, i, 3, i, i, -6
COCc1cc(Sc2ccc(Cl)cc2)nc(C)n1
 : /, i, 0, i, i, -2, i, -4, i, i, -10

Among those listed so far, these have two or more sulfur atoms.
Second line of a record – DYRK1A inh, RGS4 act, HDAC3 inhib, KCNK3 block, KCNQ1 pot, GSK3A inh, PolyA inh, GSK3B inh, KCNK9 block, KCNQ1 inh, hERG rescue
COc1ccc(Cc2nnc(NC(=O)CSc3ccc(C)cc3)s2)cc1OC
 : -1, i, -1, i, i, 0, i, -3, i, i, -4
COc1cc(C=C(c2nc3ccccc3s2)c2nc3ccccc3s2)ccc1O
 : 8, i, 0, i, i, -2, i, 0, i, 6*, -14
CCOC(=O)c1sc(=NC(=O)CCSc2ccccc2)n(C)c1C
 : /, i, -7, i, i, -3, i, -1, i, i, -7

Following part
Second line of a record – DYRK1A inh, RGS4 act, HDAC3 inhib, KCNK3 block, KCNQ1 pot, GSK3A inh, PolyA inh, GSK3B inh, KCNK9 block, KCNQ1 inh, hERG rescue
CC1CCCCN1C(=O)COC(=O)c1n[nH]c2ccccc12 (centres undefined)
 : 3, i, 1, i, i, /, i, -2, i, i, -4
COc1ccc2nc(-n3c(C)ccc3C)sc2c1
 : -3, i, 2, i, i, -2, i, -3, i, i, -2
COc1ccc(/C(O)=C2\C(=O)C(=O)N(c3cc(C)on3)C2c2cccc(OC)c2OC)cc1C (centres undefined)
 : -6, i, 1, i, i, 1, i, 2, i, i, -5
CCCNC(=O)c1onc(CSc2ccc(F)cc2)c1C(=O)NCCC
 : 2, i, -2, i, i, -22, i, 0, i, i, -8
O=C(Nc1ccccc1F)C1CCN(C(=O)NC2CCCCC2)CC1
 : 5, i, 0, i, i, -1, i, 1, i, i, -6
CCOCCCNC(=O)c1c[nH]c2c(CC)cccc2c1=O
 : 8, i, 7, i, i, -1, i, 1, i, i, 0
Cc1ccc(C(=O)N(C)CC(=O)Nc2cccc(F)c2)cc1S(=O)(=O)N1CCCCC1
 : -16, i, -1, i, i, -2, i, -1, i, i, -12
O=C(CCCOc1ccc(Cl)cc1Cl)Nc1cccnc1
 : 1, i, 1, i, i, -1, i, 2, i, i, -10
Cc1ccc(CNC(=O)C2CCCN(c3nc4ccccc4o3)C2)cc1 (centres undefined)
 : 0, i, 2, i, i, -4, i, 4, i, i, -2
CCOc1ccc(Br)cc1C(=O)N/N=C/c1ccccn1
 : 13, i, 3, i, i, 0, i, -3, i, i, -1
Cc1ccc(-c2nc(S(=O)(=O)c3ccc(C)cc3)c(N3CCOCC3)o2)cc1
 : -3, i, -1, i, i, -1, i, 3, i, i, -6
COc1ccccc1NC(=O)C(=O)N/N=C(\C)CC(=O)Nc1ccccn1
 : 5, i, -4, i, i, 0, i, -1, i, i, -1
CC(C)N(C)Cc1cn(C)nc1-c1ccc(Oc2ccccc2)cc1
 : 12, i, -8, i, i, 2, i, 0, i, i, -5
Cn1c(=O)[nH]c(=O)c2c1nc(Sc1ccccc1)n2CCc1ccccc1
 : 3, i, -1, i, i, 1, i, 2, i, i, -3
COc1cccc(CC(=O)NNC(=O)c2ccc3c(c2)OCO3)c1
 : 1, i, -11, i, i, -1, i, -1, i, i, -2
O=C(Nc1cccc(-n2cnnn2)c1)c1ccoc1COc1ccc(Cl)cc1
 : -4, i, -8, i, i, -3, i, -2, i, i, -6
CNCCOc1ccccc1-c1ccccc1
 : 1, i, 2, i, i, 0, i, 1, i, i, -2
Cc1ccccc1-c1nc(-c2ccc(NC(=O)c3ccc4c(c3)OCO4)cc2)no1
 : -5, i, 1, i, i, -1, i, -2, i, i, -3
COc1ccc(CCC(=O)NCc2ccccc2OC)cc1
 : 4, i, 0, i, i, -1, i, 1, i, i, -10
O=C(O)Cn1cnc2scc(-c3cccs3)c2c1=O
 : 13, i, -5, i, i, -8, i, 3, i, i, -2
Cc1ccc(OCC(=O)N2CCN(C(=O)CCC3CCCC3)CC2)cc1
 : 1, i, -2, i, i, -3, i, 3, i, i, -7

Bioassay records: PubChem BioAssay, several laboratories
